mcGAS inh: cyclic GMP-AMP synthase inhibitors, mouse, primary biochemical chemiluminescence; recombinant cGAS, Kinase-Glo ATP depletion luminescence; inhibition, % at 12.5 µM; hit rate 0.15% among 160,000; AID 1259399, 2018;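 also: 0% = negative control wells and 100% = reference inhibitor with no enzyme activity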
NPYLR7 ag: agonists of mosquito NPYLR7 receptor, primary screen, cell-based, Aedes aegypti, calcium fluorescence, mosquito biting behavior. Aedes aegypti neuropeptide Y-like receptor 7 (NPYLR7). HEK293T NPYLR7/Galpha15, GCaMP6s calcium fluorescence. activation, % at 10 µM. hit rate 0.15% among 270,000; in the data active = activation above about 40%;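 also: 0% = vehicle and 100% = reference agonist at the receptor; some compounds past the cut are filed as inactive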
hcGAS inh: Primary biochemical luminescence assay for human cyclic GMP-AMP synthase inhibitors; Q8N884; recombinant h-cGAS, ATP depletion, Kinase-Glo luminescence; inhibition, % at 12.5 µM; hit rate 0.081% among 290,000; AID 1259398, 2018;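 also: 0% = vehicle reaction and 100% = reaction without DNA for no activity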
Target sequence (Q8N884 whole entry, looked up): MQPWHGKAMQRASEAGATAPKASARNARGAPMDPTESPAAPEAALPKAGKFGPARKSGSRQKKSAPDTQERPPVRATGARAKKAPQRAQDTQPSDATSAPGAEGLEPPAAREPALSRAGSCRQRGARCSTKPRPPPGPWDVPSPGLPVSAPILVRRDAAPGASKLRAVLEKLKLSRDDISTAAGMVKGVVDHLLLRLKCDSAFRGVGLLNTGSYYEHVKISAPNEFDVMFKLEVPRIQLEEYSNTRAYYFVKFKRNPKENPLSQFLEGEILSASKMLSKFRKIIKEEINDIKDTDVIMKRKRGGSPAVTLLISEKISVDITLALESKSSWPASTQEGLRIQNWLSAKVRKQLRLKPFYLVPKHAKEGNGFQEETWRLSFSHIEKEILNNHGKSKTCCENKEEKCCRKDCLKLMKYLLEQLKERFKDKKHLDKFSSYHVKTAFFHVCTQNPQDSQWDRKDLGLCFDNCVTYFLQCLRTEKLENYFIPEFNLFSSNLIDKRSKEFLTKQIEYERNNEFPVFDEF
* = called active by the depositor; . = not tested or not shown; & = joins results of further samples. Rule as the data show it, unless noted: active = inhibition above about 40%; inactive = the rest.

SMILES | mcGAS inh | NPYLR7 ag | hcGAS inh
Cc1noc(-c2ccc(N(C)Cc3ccsc3)nc2)n1 | . | 19 | -7
COCCn1c(=NC(=O)c2ccnn2C)sc2cc(NC(C)=O)ccc21 | -4 | . | -1
COc1ccc(OC)c(C2SCC(=O)N2CC(=O)N(C)C)c1 (stereo not given) | -2 | 2 | 0
CC(Cn1cncn1)NCc1cccnc1N1CCN(c2ccccn2)CC1 (stereo not given) | 3 | 2 | 7
CCOC(=O)c1cc(NC(=O)C(C)c2ccc(CC(C)C)cc2)ccc1O (stereo not given) | . | -2 | -3
C=CCNc1nc2c(c(=O)n(C)c(=O)n2C)n1CC | . | 12 | -8
CCCc1cc(NCC2(O)CCCNCC2)nc(C)n1 (stereo not given) | -13 | 8 | -7
COc1ccc(OCc2cc(C(=O)N(C)C(C)c3ccon3)n[nH]2)c(Cl)c1 (stereo not given) | . | 3 | -6
COCc1c(Br)c(C)nc(OCC(=O)N/N=C\c2ccc(OCc3ccc([N+](=O)[O-])cc3)cc2)c1C#N | -6 | 24 | -4
CC(C)Oc1cccc(-n2c(CCc3c[nH]c4ccc(Br)cc34)nc3ccccc3c2=O)c1 | . | -16 | 3
COc1cccc2c1OCCCN(C(=O)c1ccccc1C1CCNC1)C2 (stereo not given) | . | 3 | 1
CN1CCNC(=O)C12CCN(C(=O)C1CCc3ccccc3C1)CC2 (stereo not given) | 1 | -1 | 4
CCCC(=O)N(Cc1cccnc1)c1nc2c(OC)ccc(Cl)c2s1 | . | 14 | -6
COC(=O)c1ccccc1S(=O)(=O)N1CCN(Cc2cc(=O)c(OCc3cc(C)cc(C)c3)co2)CC1 | 1 | 5 | 6
CC(C)N(CC(=O)N(CCc1c[nH]c2ccccc12)Cc1ccc(C(F)(F)F)cc1)C(=O)NCc1ccccc1 | -4 | 14 | -1
CC(Cc1ccco1)NC(=O)c1ccc(Cl)c(S(C)(=O)=O)c1 (stereo not given) | . | 5 | -5
C#CCN1CCN(C(=O)CNc2ccccc2-n2cccn2)CC1 | . | -1 | 4
COc1ccc(-c2cc3c(=O)n(CC(=O)Nc4ccccc4C)ccn3n2)cc1OC | -8 | 2 | -9
O=S(=O)(NCCc1csc2nc(-c3cccs3)nn12)c1cccs1 | -6 | 2 | -5
O=C(COc1ccc(F)cc1)Nc1ccc(N2CCOCC2)cc1 | . | -5 | -10

Some of these compounds in order of formula weight, ascending:
SMILES | mcGAS inh | NPYLR7 ag | hcGAS inh
Cc1noc(-c2ccc(N(C)Cc3ccsc3)nc2)n1 | . | 19 | -7
COc1ccc(OC)c(C2SCC(=O)N2CC(=O)N(C)C)c1 (stereo not given) | -2 | 2 | 0
COCCn1c(=NC(=O)c2ccnn2C)sc2cc(NC(C)=O)ccc21 | -4 | . | -1
CCCC(=O)N(Cc1cccnc1)c1nc2c(OC)ccc(Cl)c2s1 | . | 14 | -6
COc1ccc(OCc2cc(C(=O)N(C)C(C)c3ccon3)n[nH]2)c(Cl)c1 (stereo not given) | . | 3 | -6
COc1ccc(-c2cc3c(=O)n(CC(=O)Nc4ccccc4C)ccn3n2)cc1OC | -8 | 2 | -9
CC(C)N(CC(=O)N(CCc1c[nH]c2ccccc12)Cc1ccc(C(F)(F)F)cc1)C(=O)NCc1ccccc1 | -4 | 14 | -1

Remaining list, next part:
SMILES | mcGAS inh | NPYLR7 ag | hcGAS inh
O=C(c1ccc(CSc2nc(Cl)cc(N3CCN(c4cccc(Cl)c4)CC3)n2)cc1)N1CCOCC1 | -6 | 9 | -8
Clc1ccccc1CSc1nnc(-c2ccc[nH]2)o1 | . | -3 | 5
CCOC(=O)C1(C)CCN1C(=O)c1ccccc1C(F)(F)F (stereo not given) | -6 | 3 | -10
CCOC(=O)Cc1c(C)nc2ncnn2c1N1CCN(S(=O)(=O)c2ccc(F)cc2Cl)CC1 | -5 | . | -5
Cc1ccccc1CCNc1ccc2nnnn2n1 | . | -10 | 6
COc1ccc2c(c1)N(C[C@H](C)CN(C)C)c1ccccc1S2 | -5 | -6 | -3
CCCCc1ccc(C(=O)N2CCN(C(=O)c3cc(-c4cccc(OC)c4)n(-c4ccccc4)c3C)CC2)cc1 | 2 | -9 | -4
O=C(c1cccc(C(F)(F)F)c1)N(Cc1c(-c2ccccc2)noc1N1CCCC1)CC1CCCO1 (stereo not given) | -6 | 9 | -4
CC1(Cc2ccccc2OC(F)(F)F)C(=O)Nc2cc(-c3ccc(F)cc3F)ccc21 (stereo not given) | -3 | 6 | -2
CC(C)Oc1cc(NCCN2CCCC2)nc(N)n1 | -8 | -1 | -4
COc1ccc(N2C(=O)/C(=C/c3ccc(O)c(OC)c3)N(C)C2=S)cc1 | -9 | 24 | -8
Cc1nc(C)c(C(=O)Nc2ncc([N+](=O)[O-])s2)o1 | 29 | -6 | 4
O=S(=O)(NCCOc1ccccc1)NCc1ccccc1 | . | 7 | -7
COc1cccc(C(=O)NCCNc2cc(-n3nc(C)cc3C)ncn2)c1OC | -8 | -6 | -2
NS(=O)(=O)c1ccc(NC(=O)NCc2ccccc2N2CCCC2)cc1 | . | 0 | -4
Cc1c(C(C)NC(=O)c2ccc3c(c2)OCO3)cnn1-c1ccccn1 (stereo not given) | -5 | 0 | 0
CCOc1cc(-c2nccn2C(C)c2nc(CC)no2)ccc1OC (stereo not given) | -18 | 22 | -8
COc1ccccc1NS(=O)(=O)c1ccc(NN=C2CCC(C(C)(C)C)CC2)c([N+](=O)[O-])c1 (stereo not given) | -3 | -2 | -2
COC(=O)C1CSC(Cc2ccccc2)=N1 (stereo not given) | . | -1 | 2
COC(=O)c1cccc(-c2ncno2)c1 | . | 0 | 1
Cc1cc(=O)[nH]c(CCn2cc(-c3ccc4c(c3)OCCO4)nn2)n1 | . | -4 | -2
C[N+]1=C(c2ccccc2)c2c(Br)cc(Br)n2CC1 | . | -2 | -2
Cn1c(=O)[nH]c(=O)c2c1nc1n2CCCN1c1ccc(Oc2ccccc2)cc1 | . | 3 | -9
O=C(c1ccc(N2CC=CCC2)nc1)N1CCC(N2CCOCC2)CC1 | . | 5 | -6
O=C(c1ccc(Cl)cc1Cl)N1CCN(C(C(=O)N2CCSCC2)C2CCCC2)CC1 (stereo not given) | -2 | -6 | 1
O=C(c1ccc(Br)s1)N(Cc1cccnc1)c1nc2cc3c(cc2s1)OCO3 | 2 | -20 | 6
CCCCCCCC(=O)N(CCCOC)CC(=O)N(Cc1ccccc1)Cc1sccc1C | -4 | 23 | -9
c1ccc(CN2CCC(c3nnc4n3CCCCC4)CC2)cc1 | . | 5 | -3
Cc1ccccc1CC(=O)Nc1cccc(N2CCCNC2=O)c1 | . | 8 | -6
Cc1ccc(CC2SC(N)=NC2=O)cc1Cl (stereo not given) | . | -3 | -3
Cc1cccc(Oc2nc3ccccn3c(=O)c2/C=C(\C#N)c2nc3ccccc3s2)c1 | -4 | 89* | -8
CC(C)(C)NC(=O)COc1ccc(-c2ccc(C#N)cc2)cc1 | . | -1 | 4
O=C1OC(c2ccc([N+](=O)[O-])cc2Cl)=N/C1=C\C(Cl)=C\c1ccccc1 | . | 0 | -7
C=Cn1ccnc1P(c1ccccc1)c1nccn1C=C | . | -8 | -7
CN(Cc1cnc(N)nc1)Cc1cc(-c2cccs2)n[nH]1 | -18 | . | -4
C=CCn1c(=NC(=O)c2ccc(C(C)=O)cc2)sc2cccc(OCC)c21 | -7 | 1 | -3
Cc1cccc(-c2nc(C)c(C)c(N3CCN(C(=O)NC45CC6CC(CC(C6)C4)C5)CC3)n2)c1 | -6 | 18 | -6
O=C(O)C1CCCCC1C(=O)N1CCCc2ccccc21 (stereo not given) | -5 | 1 | -5
COc1ccccc1-c1cc(C(=O)N2CCN(c3cccc(Cl)c3)CC2)nc2cc(C(C)(C)C)nn12 | -5&-5 | -11&20 | -6&-2
CC(=O)N1CCN(C(=O)c2coc(CN(CCc3c[nH]c4ccccc34)Cc3ccc(C(F)(F)F)cc3)n2)CC1 | -4 | . | -5

Full records from above:
Shown for `O=C(c1ccc(Cl)cc1Cl)N1CCN(C(C(=O)N2CCSCC2)C2CCCC2)CC1` (stereo not given) : mcGAS inh = -2; NPYLR7 ag = -6; hcGAS inh = 1
Shown for `C=Cn1ccnc1P(c1ccccc1)c1nccn1C=C` : mcGAS inh = .; NPYLR7 ag = -8; hcGAS inh = -7

(list continues)
SMILES | mcGAS inh | NPYLR7 ag | hcGAS inh
COC(=O)c1cc(OC)c(OC)cc1NC(=O)c1cc(F)cc(F)c1 | . | -6 | -2
CCC(C)NC(=O)c1ccccc1NC(=O)C1CCCCC1C(=O)O (stereo not given) | . | 14 | 0
O=C/C(=C\Nn1cnnc1)c1nc2ccccc2o1 | -6 | 0 | -15
CC(C)n1c(C2CCCN2c2ccc(C#N)cn2)nc2ccccc21 (stereo not given) | . | 3 | -10
O=C(CCn1c(-c2ccc(F)cc2)n[nH]c1=S)NCc1ccccc1 | . | 6 | -13
Cc1cc(C)cc(C(O)CN2CCC(CN3CCCCC3=O)CC2)c1 (stereo not given) | . | 9 | -6
COCc1cn([C@H]2CO[C@H]3[C@@H]2OC[C@H]3OC(=O)Nc2ccc(C)cc2)nn1 | -7 | -10 | -5
C[C@H](C(=O)NCC1CC1)N1Cc2ccc(-c3ccnn3C)nc2C1=O | -3 | -6 | 1
O=C(CN(C(=O)Nc1ccc(Cl)cc1Cl)C1CC1)N(Cc1ccc(F)cc1)Cc1cccs1 | -4 | 15 | -2
Cc1cccc(Cn2c(C(=O)N3CCN(Cc4ccccc4)CC3)cc3ccoc32)c1 | -5 | 2 | -3
O=c1[nH]nc(-c2ccccc2)c2c1-n1nnnc1NC2c1ccccc1 (stereo not given) | . | -2 | -4
CCOC(=O)CCc1c(C)nc2ncnn2c1NC1CC1 | -10 | 0 | -8
c1cn(CCSc2cn[nH]n2)c(-c2ccc3c(c2)OCCO3)n1 | . | 5 | -4
CCOCCn1c(=O)c2c(nc3n(-c4ccc(Cl)cc4)c(C)c(C)n23)n(C)c1=O | -10 | 4 | -4
CC1CN(c2ccc(N(C)C)cc2)c2nc3c(c(=O)[nH]c(=O)n3C)n2C1 (stereo not given) | . | 2 | -3
Cc1ccc(C)c(OCc2cc(C(=O)N3CCN(c4ccccc4Cl)CC3)no2)c1 | -8 | 7 | -4
O=C1CSC(c2cccc(F)c2)N1CC(O)c1ccccc1 (stereo not given) | -6 | -1 | -3
CC(=O)N1CCN(c2nc(N3CCOCC3)nc(-n3ccnc3)n2)CC1 | -11 | -12 | -7
Cc1ccc(C)c(OC(C)C(=O)NCCc2nc3c(C)cccc3[nH]2)c1 (stereo not given) | -13 | 0 | -10
Cc1nc2c(N(C)CC3Cc4ccccc4CN3C)ncnc2o1 (stereo not given) | . | 2 | -9
Cn1c(C2CCN(S(C)(=O)=O)CC2)nn(CC(=O)Nc2ccccc2)c1=O | -1 | 6 | 0
Cc1cc(=O)oc2cc(OCC(=O)Oc3ccc4c(c3)OCO4)ccc12 | . | 8 | -3
CNC(=O)c1ccc(CN(C)Cc2c(O)ccc3ccc(OC)cc23)cc1 | . | 8 | -8
O=C(Nc1ccc(Nc2ccc(-n3cccn3)nn2)cc1)c1ccc(Br)cc1 | -8 | -6 | -4
Cc1nc(Nc2ccc(NC(=O)Nc3ccccc3Cl)cc2)cc(-n2cccn2)n1 | -6 | -8 | -2
CCCCCC(O)CCCC(=O)O (stereo not given) | -3 | -3 | 0
CN1CCC(n2nccc2NC(=O)c2cccnc2Sc2cccc(C(F)(F)F)c2)CC1 | . | 7 | -14
CS(=O)(=O)c1ccc(-n2ncc3c2CCN(C(=O)NCc2cccc(F)c2)C3)cc1 | . | 0 | 9
O=C1CN(Cc2nc3ccccc3c(=O)n2-c2ccc(F)cc2)CCN1 | -1 | -3 | 11
CCOC(=O)c1nc2ccccc2nc1N1CCCN(S(=O)(=O)c2cccc(OC)c2)CC1 | -6 | 4 | -5
CCn1c(=O)c(C(=O)N2CCN(C(C)=O)CC2)nn(-c2ccc(C)c(Cl)c2)c1=O | -4 | -5 | -5
COCCOc1nc(-c2cccc(OC)c2)n(-c2ccc(NC(=O)c3cccc(F)c3)cc2)n1 | -1 | -6 | 1
Cc1nn(C)c(C)c1CCCN(C)C(=O)C1N(C(C)C)C(=O)C12CCCCC2 (stereo not given) | -2 | . | -4
Cc1ccc(OC2(C(=O)N3CCC(N4CCCC4)CC3)CCNCC2)cc1 | . | 21 | -11
CCOc1cc(/C=C2/NC(=S)NC2=O)ccc1OCc1ccc(Cl)cc1Cl | -3 | -12 | -2
CCn1cc(CN(C)Cc2cnn(-c3ccc(F)cc3)c2)cn1 | . | 8 | -3
CCc1ccc(NC(=O)C(C#N)C(=O)C2CC(=O)N(C3CCCC3)C2)cc1 (stereo not given) | . | 3 | -6
CN1CCN(C(=O)c2cccc(O)c2)CC1C(=O)O (stereo not given) | -11 | . | -7
COc1ccc(CNC2CCCc3ccccc32)cc1OC (stereo not given) | . | -5 | -4
CCC(c1nc2ccccc2c(=O)n1-c1ccc(C)c(C)c1)N(Cc1ccccc1)C(=O)Nc1cccc(F)c1 (stereo not given) | -3 | 18 | -3
CN(CCC1CCCCC1)C(=O)Nc1ccsc1 | 4 | -2 | -1
CC(C)NC(=O)CSc1nc2c(cnn2CCO)c(=O)[nH]1 | . | 5 | 1
O=C(CC1CCc2ccccc21)NCc1cccnc1N1CCOCC1 (stereo not given) | . | 2 | -4
CCCOc1ccccc1C1NC(=O)NC(C)=C1C(=O)OCCSC (stereo not given) | -8 | 14 | -4
CN(Cc1nc(-c2ccncc2)no1)C1CCC2(CCNCC2)CC1 | -13 | 1 | -2
COC[C@H]1CCC[C@H]1Nc1nc(C)nc2c1cnn2C | . | 15 | -6

Screening results from PubChem.

This is a random part of the collection, and some 0.27% of all compounds hit somewhere here.
